LmPK inhibitor: LmPK (Leishmania mexicana) enzyme inhibition; purified LmPK, Kinase-Glo ATP luminescence, 1 h; Potency, µM (doses to about 57.5 µM), for the others: top-dose activity change, negative = inhibition, most hits filed as inhibitors; 290,000 compounds, 0.37% hits; also: potency is read from the fitted curve at half-maximal effect; % is scaled to controls: 0 for no effect and ±100 for the full control effect
Target sequence (Q27686 whole entry, looked up): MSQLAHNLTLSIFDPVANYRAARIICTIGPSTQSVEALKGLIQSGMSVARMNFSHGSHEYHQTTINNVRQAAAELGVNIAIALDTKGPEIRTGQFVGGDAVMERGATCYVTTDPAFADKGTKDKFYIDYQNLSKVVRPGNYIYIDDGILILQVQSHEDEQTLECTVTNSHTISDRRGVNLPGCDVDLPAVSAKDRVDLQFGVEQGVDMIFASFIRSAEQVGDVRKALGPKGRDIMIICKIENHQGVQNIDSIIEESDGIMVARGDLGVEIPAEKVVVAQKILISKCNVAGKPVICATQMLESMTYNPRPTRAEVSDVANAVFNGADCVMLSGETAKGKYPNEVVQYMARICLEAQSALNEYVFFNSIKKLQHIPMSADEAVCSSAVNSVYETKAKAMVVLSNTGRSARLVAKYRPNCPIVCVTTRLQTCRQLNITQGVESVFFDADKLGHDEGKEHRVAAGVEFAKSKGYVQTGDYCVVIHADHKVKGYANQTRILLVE
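Kinase-Glo luminescence read after 1 h RT reaction of 0.1 nM LmPK with 0.5 mM PEP and 0.1 mM ADP. Activity scaled between uninhibited and enzyme-free controls.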
Pf growth 48h: P. falciparum growth inhibition at 48 hours (one generation) | Potency, µM (highest dose often 28.7 µM), for the others: at the top dose activity change, negative = inhibition, most hits filed as inhibitors | P. falciparum luciferase growth in erythrocytes, 48 h | AID 504832 | 310,000 compounds, 5.9% hits; also: potency is read from the fitted curve at half-maximal effect; % is scaled to controls: 0 for no effect and ±100 for the full control effect
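In quantitative HTS format, infected erythrocytes bearing luciferase-reporter parasites were treated for a single generation at 37 C. Luminescence after adding detection reagent served as the growth measure.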
Pf growth 96h: inhibits malaria parasite growth, 96 h. P. falciparum luciferase reporter growth, 96 h. Potency, µM (titrated, usually from 28.7 µM), without a hit: top-dose activity change, negative = inhibition, usual class: inhibitors. 320,000 compounds, 6.9% hits. AID 504834; also: potency is read from the fitted curve at half-maximal effect; % is scaled to controls: 0 for no effect and ±100 for the full control effect
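Two-generation exposure (96 h) targets delayed-death phenotype. Reporter parasites carrying integrated firefly luciferase, in red cells at 2% hematocrit and 0.05% parasitemia final, kept at 37 C, 5% CO2; luminescence loss indicates inhibition.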
CHX counter: affects cycloheximide protein synthesis inhibition readout, counter-screen | max response, % | 300,000 compounds, 12% hits | AID 2314 | cell reporter, cycloheximide protein synthesis inhibition counterscreen; in the data active = max response mostly above about 13%, no sharp cut-off; inactive = mostly below about 14%; also: read at 38.3 µM for the half of the compounds with a filed dose; 0% is about no effect
Tb PYK inh: inhibitors of Trypanosoma brucei pyruvate kinase | Q57TT1 | TbPYK enzyme, Kinase-Glo Plus ATP luminescence, 45 min | Potency, µM (highest dose often 76.8 µM), for the others: at the top dose activity, negative = inhibition, hits mostly inhibitors | 410,000 compounds, 0.12% hits | AID 624173; also: potency is read from the fitted curve at half-maximal effect; % is scaled to controls: 0 for no effect and ±100 for the full control effect; nearly all actives have a fitted effect of over 50% in size
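Glycolytic pyruvate kinase of T. brucei was incubated with substrate, test compound and 130 uM ADP for 45 minutes at room temperature. Luminescent Kinase-Glo Plus signal was measured after 10 minutes.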
Shiga toxin inh: Shiga toxin inhibition. Vero cells, Shiga toxin protein synthesis inhibition reporter. inhibition, % at 38.7 µM. 290,000 compounds, 9.2% hits. AID 2315; in the data active = inhibition mostly above about 28%, no sharp cut-off; inactive = mostly below about 43%; also: 0% is about no effect
AMA1-RON2 inh: AMA1-RON2 (P. falciparum) interaction inhibition; 360,000 compounds, 0.2% hits; AlphaScreen AMA1-biotinylated RON2 peptide binding; Potency, µM (series often up to 58.2 µM), inactives show at the highest dose activity change, negative = inhibition, usual class: inhibitors;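 also: potency is read from the fitted curve at half-maximal effect; 0% = vehicle wells and -100% = peptide control; nearly all actives have a fitted effect of over 45% in size; some results filed as inactive show a strong effect at the top dose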
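AMA1 (3D7) with his tag at 25 nM final met compounds first, then biotinylated RON2 peptide at 25 nM; detection used donor plus acceptor beads, 10 µg/mL apiece, read by AlphaScreen after 30 min at room temperature.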
The depositor's hits bear a star; ? = inconclusive; . = not tested or not shown; & = joins results of further samples; [ ] = dose if it differs, or a comment. Unless noted, calls follow the shape of the dose curve; as a rule, active = well fitted curve in the direction sought with a large enough effect; inconclusive = small, poorly fitted or top-dose-only effect, or another doubt; inactive = no such curve, though single readings can be large; an effect the other way counts as inactive or inconclusive.

item	SMILES	LmPK inhibitor	Pf growth 48h	Pf growth 96h	CHX counter
1	CCCCn1c(N)c(N(CC(C)C)C(=O)C2CCN(C(=O)c3ccc(Cl)cc3)CC2)c(=O)[nH]c1=O	.	3%	6%	.
2	COC(=O)c1[nH]c2ccccc2c1NC(=O)CN1CC(C)OC(C)C1 (centres undefined)	-1%	4%	41%[activator]	-4
3	O=C(/C=C/c1ccccc1Cl)Nc1cccc(S(=O)(=O)NC2=NCCCCC2)c1	0%	0%	?	23*
4	O=C(NNc1cc(N2CCOCC2)nc(N2CCOCC2)n1)c1ccc(Cl)c(Cl)c1	0%	-4%	-15%	0
5	COc1ccc(NC(=O)CCN2C(=O)C3CC=CCC3C2=O)cc1S(=O)(=O)N1CCCCC1 (centres undefined)	.	-7%	-1%	.
6	CC(C)Oc1ccccc1C1CC(=O)Nc2cc3c(cc21)OCCO3 (centres undefined)	5%	?	.	2
7	O=C(COC(=O)c1cnccn1)NC(=O)c1ccccc1	.	6%	2%	.
8	CCOc1cc(-c2cc(-c3ccc(N)cc3)nc(N)c2C#N)ccc1O	9%	12µM*	86%[activator]	-6
9	CCOC(=O)/C(=N\Nc1ccccc1Cl)N(C)C1CCS(=O)(=O)C1 (centres undefined)	12%	-11%	?	-6
10	Cc1cccc(NC(=O)CNC(=O)N2CC(=O)Nc3ccccc32)c1C	1%	37%[activator]	27%	11
11	Oc1c(CN2CCOCC2)cc(COCc2ccccc2)c2cccnc12	0%	2.6µM*	31%[activator]	28*
12	COc1ccc(/C=C/C(=O)O)cc1S(=O)(=O)NCc1cccnc1	4%	-5%	?	-3
13	COc1ccc(CCNC(=O)CNC(=O)Cn2cnc3sc(C)c(C)c3c2=O)cc1OC	0%	1%	?	-3
14	COc1ccccc1/C=C1\SC(=S)N(NS(=O)(=O)c2ccc(C)cc2)C1=O	10%	-12%[0.00184 µM]	23%	-2
15	COc1ccccc1C(=O)Nc1nc2cc3c(cc2s1)OCO3	-1%	212%[activator]	89%[activator]	55*

item	Tb PYK inh	Shiga toxin inh	AMA1-RON2 inh
1	-2%	.	15%
2	-7%	-9	0%
3	-7%	65*	33%[activator]
4	2%	-10	1%
5	0%	.	-5%
6	6%	-6	-21%
7	3%	.	-2%
8	1%	-5	35%[activator]
9	3%	-6	31%[activator]
10	2%	-1	0%
11	-23%	26	?
12	-1%	14	-2%
13	-7%	23	-8%
14	0%	-6	-10%
15	3%	90*	-3%

Next section.
item	SMILES	LmPK inhibitor	Pf growth 48h	Pf growth 96h	CHX counter
16	Cc1onc(-c2ccccc2Cl)c1C(=O)NCC1CCCO1 (centres undefined)	3%	-10%	6%	-3
17	CCN(CC)Cc1c(C(=O)N/N=C(\C)c2ccncc2)nnn1-c1nonc1N	0%	-1%	?	-2
18	CN1CCOCCOCCN(C)C1=O	-14%	.	45%	-5
19	Cc1ccc(C)c(-c2csc(-c3cccnc3)n2)c1	1%	?	?	21*
20	O=C(Cc1cccc(C(F)(F)F)c1)Nc1cccc(S(=O)(=O)N2CCCC2)c1	-1%	?	?	7
21	CCOc1cc(C(N)=O)cc(Br)c1OCC	7%	.	10%	-5
22	CCCOc1ccc2ccccc2c1/C=N/n1c(C)nnc1-n1nc(C)cc1C	4%	?	3%	-5
23	CO/N=C(\Cn1ncc(N2CCCC2)c(Cl)c1=O)c1ccc(Cl)cc1	1%	?	?	-1
24	COc1cc(Cl)cc(/C=N/NC(N)=O)c1O	0%	20%	14%	0
25	O=C(Cn1c(=O)sc2ccccc21)Nc1ccccc1	-3%	-6%	63%[activator]	-3
26	O=C(Nc1ccc(Oc2ccc(C(F)(F)F)cn2)c(Cl)c1)C1CC1	-8%	?	12µM*	5
27	O=C(NCCCn1ccnc1)c1cc(C(=O)C2CC2)c[nH]1	2%	7%	33%[activator]	-1
28	COCc1[nH]nc2c1C(c1ccc(OC)cc1)C(C#N)=C(N)O2 (centres undefined)	0%	-6%	1.3µM*	-1
29	CCOC(=O)N/N=C/c1ccc(N2CCOCC2)s1	0%	2.6µM*	38%[activator]	10
30	Cc1cccc(C)c1N(CC(=O)N1CCCC1)S(C)(=O)=O	-2%	-14%	?	1

item	Tb PYK inh	Shiga toxin inh	AMA1-RON2 inh
16	-4%	21	-5%
17	2%	-21	50%[activator]
18	-2%	-14	1%
19	-21%	.	14%
20	5%	3	6%
21	7%	-4	-6%
22	8%	-6	0%
23	-5%	-18	-7%
24	-3%	-3	87%[activator]
25	-10%	-4	0%
26	2%	11	6%
27	6%	8	-13%
28	-5%	19	-7%
29	-9%	19	-10%[11.6 µM]
30	-18%	-7	21%

Next results:
item	SMILES	LmPK inhibitor	Pf growth 48h	Pf growth 96h	CHX counter
31	Cc1cc(C)cc(S(=O)(=O)c2cnc3ccccc3n2)c1	-9%	?	?	5
32	C=CCn1c(SCc2nc(N)nc(N(C)C)n2)nnc1-c1cccnc1	-5%	72%[activator]	.	-3
33	CCOc1ccc(S(=O)(=O)N(CC)CC(=O)NC2CC2)cc1	-7%	?	-26%	-2
34	Cc1cccc(NS(=O)(=O)c2ccc(C)c(C(=O)NCC(c3ccco3)N3CCCCC3)c2)c1 (centres undefined)	.	13µM*	?	.
35	Cc1ccc(NCCC(=O)c2ccc(Br)cc2)cc1	0%	1%	71%[activator]	6
36	O=C(NC(Cc1ccccc1)c1ccc2c(c1)OCCCO2)c1ccccc1F (centres undefined)	5%	.	?	10
37	CCn1cc(C(=O)NCCCOC(C)C)c(=O)c2cc(S(=O)(=O)N3CCOCC3)ccc21	2%	-6%	?	5
38	Nc1nc(N2CCCCC2)nc(N(c2ccccc2)c2ccccc2)n1	3%	?	22%	-2
39	Cc1cc(=O)[nH]c(N2CCN(C(c3ccccc3)c3ccccc3)CC2)n1	5%	?	.	-3
40	Cc1cc(C(=O)OCC(=O)N2CCCCCC2)ccc1[N+](=O)[O-]	.	10%	32%[activator]	.
41	N=c1n(Cc2ccccc2)c2ccccc2n1CC(O)COc1ccc(Cl)cc1Cl (centres undefined)	1%	?	0%	-5
42	O=C(NCCc1ccc(F)cc1)c1ccc2nccnc2c1	.	136%[activator]	351%[activator]	.
43	CCOC(=O)N1CCC(N(CCN(C)C)C(=S)Nc2ccccc2OC)CC1	-7%	-12%	9%	19
44	COc1cccc(N(C(=O)c2cccs2)c2nc3ccccc3s2)c1	2%	?	.	16
45	O=C(Cn1c(=O)oc2ccc(Cl)cc21)NC1CCCCC1	-9%	-23%	9.3µM*	-2

item	Tb PYK inh	Shiga toxin inh	AMA1-RON2 inh
31	-22%	11	-6%
32	-14%	1	7%
33	-1%	-3	9%
34	3%	.	-14%
35	5%	-25	1%
36	-2%	2	3%
37	3%&7%	-6	14%
38	-6%	-5	-6%
39	10%	-23	-5%
40	5%	.	-9%
41	-2%	-50	-5%
42	-2%	.	10%
43	-1%	21	13%
44	-5%	17	1%
45	-4%	4	3%

New compounds follow:
item	SMILES	LmPK inhibitor	Pf growth 48h	Pf growth 96h	CHX counter
46	Cc1cc2nnc(SCCCCN3C(=O)c4ccccc4C3=O)n2c2ccccc12	5%	?	?	-2
47	O=C(Nc1ccc(/C=C/c2nc3ccccc3o2)cc1)c1ccc(F)cc1	7%	?	?	9
48	CSCC[C@H](NC(=O)[C@@H]1Cc2ccccc2CN1)C(=O)NC(C)c1ccccc1 (some centres undefined)	-1%	15%	19%	8
49	O=Cc1cccn1-c1cccc([N+](=O)[O-])c1	-2%	78%[activator]	2.6µM*	1
50	CCC(NC(=O)NNC(=O)c1ccncc1)(C(F)(F)F)C(F)(F)F	-3%	6%	37%[activator]	9
51	CCOc1cc(/C=N/O)cc(Br)c1OCc1ccc(Cl)cc1	-1%	?	-72%	-3
52	Cc1cc(Nc2ccccc2)c2c([N+](=O)[O-])ccc(C)c2n1	3%	?	-1%	10
53	O=c1ccc2cc(O[C@@H]3O[C@@H](CO)[C@H](O)[C@@H](O)[C@@H]3O)c(O)cc2o1	-1%	22%	42%[activator]	-1
54	CN(C(=O)c1ccc(OC2CCN(CCc3ccccc3)CC2)cc1)C1CCCCC1	1%	-17%	11%	-2
55	CCC(=O)Nc1cccc(-n2nnnc2SCC(=O)N2CCCCC2)c1	1%	6%	-9%	18*
56	O=C(CN1CCCCCC1)Nc1cccc(NC(=O)CN2CCCCCC2)c1	1%	?	-17%	-3
57	CC(C)C(NC(=O)c1ccc(F)cc1)C(=O)NC1(C)CCS(=O)(=O)C1 (centres undefined)	.	-7%	-20%	.
58	CCCCNC(=O)c1sc(=S)n2c1[nH]c(=O)c1ccc(C(=O)NCCc3ccc(OC)c(OC)c3)cc12	-8%	?	?	9

item	Tb PYK inh	Shiga toxin inh	AMA1-RON2 inh
46	.	-5	.
47	-4%	37*	-2%
48	-6%	8	46%[activator]
49	0%	-2	9%
50	6%	19	9%
51	2%	21	18%
52	-4%	7	-19%
53	-15%	-6	-5%
54	-3%	-14	-3%
55	0%	27	0%
56	-3%	.	6%
57	0%	.	-8%
58	-1%	-18	3%

Filtered by structure, the entries above containing an aryl methoxy group
item	SMILES	LmPK inhibitor	Pf growth 48h	Pf growth 96h	CHX counter
5	COc1ccc(NC(=O)CCN2C(=O)C3CC=CCC3C2=O)cc1S(=O)(=O)N1CCCCC1 (centres undefined)	.	-7%	-1%	.
12	COc1ccc(/C=C/C(=O)O)cc1S(=O)(=O)NCc1cccnc1	4%	-5%	?	-3
13	COc1ccc(CCNC(=O)CNC(=O)Cn2cnc3sc(C)c(C)c3c2=O)cc1OC	0%	1%	?	-3
14	COc1ccccc1/C=C1\SC(=S)N(NS(=O)(=O)c2ccc(C)cc2)C1=O	10%	-12%[0.00184 µM]	23%	-2
15	COc1ccccc1C(=O)Nc1nc2cc3c(cc2s1)OCO3	-1%	212%[activator]	89%[activator]	55*
24	COc1cc(Cl)cc(/C=N/NC(N)=O)c1O	0%	20%	14%	0
28	COCc1[nH]nc2c1C(c1ccc(OC)cc1)C(C#N)=C(N)O2 (centres undefined)	0%	-6%	1.3µM*	-1
43	CCOC(=O)N1CCC(N(CCN(C)C)C(=S)Nc2ccccc2OC)CC1	-7%	-12%	9%	19
44	COc1cccc(N(C(=O)c2cccs2)c2nc3ccccc3s2)c1	2%	?	.	16
58	CCCCNC(=O)c1sc(=S)n2c1[nH]c(=O)c1ccc(C(=O)NCCc3ccc(OC)c(OC)c3)cc12	-8%	?	?	9

item	Tb PYK inh	Shiga toxin inh	AMA1-RON2 inh
5	0%	.	-5%
12	-1%	14	-2%
13	-7%	23	-8%
14	0%	-6	-10%
15	3%	90*	-3%
24	-3%	-3	87%[activator]
28	-5%	19	-7%
43	-1%	21	13%
44	-5%	17	1%
58	-1%	-18	3%
